POLK inh: DNA polymerase kappa (human) inhibition; Q9UBT6; purified Pol kappa, fluorescent DNA synthesis assay, 10 min; Potency, µM (doses to about 107 µM), for the others: top-dose activity, negative = inhibition, usual class: inhibitors; 400,000 compounds, 0.53% hits
Target sequence (Q9UBT6 whole entry, looked up): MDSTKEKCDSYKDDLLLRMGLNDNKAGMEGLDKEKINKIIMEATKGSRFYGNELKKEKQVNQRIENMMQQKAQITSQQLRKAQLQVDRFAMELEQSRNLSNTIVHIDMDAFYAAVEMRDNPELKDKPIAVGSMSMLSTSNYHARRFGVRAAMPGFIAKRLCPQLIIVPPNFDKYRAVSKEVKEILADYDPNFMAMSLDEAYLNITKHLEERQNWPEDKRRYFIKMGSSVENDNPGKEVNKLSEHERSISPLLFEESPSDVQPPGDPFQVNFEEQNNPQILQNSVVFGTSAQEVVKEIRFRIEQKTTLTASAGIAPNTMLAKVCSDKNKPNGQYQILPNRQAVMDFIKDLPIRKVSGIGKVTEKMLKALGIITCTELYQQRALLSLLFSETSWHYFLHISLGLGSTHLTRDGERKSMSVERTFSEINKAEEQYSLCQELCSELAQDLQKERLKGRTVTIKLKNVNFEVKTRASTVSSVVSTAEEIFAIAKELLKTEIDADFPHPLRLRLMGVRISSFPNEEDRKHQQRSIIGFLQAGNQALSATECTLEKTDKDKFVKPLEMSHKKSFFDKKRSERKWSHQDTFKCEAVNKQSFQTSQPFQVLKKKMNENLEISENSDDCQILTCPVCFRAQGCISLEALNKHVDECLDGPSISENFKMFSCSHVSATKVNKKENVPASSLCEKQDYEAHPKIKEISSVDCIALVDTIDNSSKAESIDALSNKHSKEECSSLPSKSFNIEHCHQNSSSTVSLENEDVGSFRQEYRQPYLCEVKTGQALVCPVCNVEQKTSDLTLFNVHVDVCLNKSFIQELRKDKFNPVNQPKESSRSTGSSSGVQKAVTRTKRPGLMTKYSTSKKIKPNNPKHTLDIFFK
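Activity was followed as the change in fluorescence between reads at 0 and 10 min after starting the reaction with 50 nM substrate. Beforehand, 10 nM polymerase had been preincubated with compound for 15 min at room temperature.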
APE1 inh: blocks human APE1 abasic DNA cleavage; Potency, µM (highest dose often 65.8 µM), for inactives: top-dose activity change, negative = inhibition, actives largely listed as inhibitors; recombinant APE1, TAMRA/BHQ-2 abasic DNA cleavage fluorescence; P27695; 350,000 compounds, 0.35% hits;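 also: plate controls were vehicle for no effect and reference inhibitor for full effect; nearly all actives have a fitted effect of over 55% in size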
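Readout is kinetic fluorescence (ex 525, em 598 nm) from cleavage of 50 nM TAMRA/BHQ-2 THF abasic duplex by 0.75 nM APE1, compound added 15 min beforehand at RT.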
BLM helicase inh: Bloom syndrome helicase (human) inhibition | Potency, µM (titrated, usually from 56.1 µM), for the others: at the highest dose activity change, negative = inhibition, most hits filed as inhibitors | 350,000 compounds, 0.2% hits | AID 2528 | recombinant BLM DNA unwinding, fluorescence dequenching | P54132;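 also: plate controls were vehicle for no effect and no enzyme for full effect; nearly all actives have a fitted effect of over 35% in size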
Starred values were filed as active, the others as inactive; ? = inconclusive; [ ] = remark or other dose. Calls follow the shape of the dose curve; as a rule, active = well fitted curve in the direction sought with a large enough effect; inconclusive = small, poorly fitted or top-dose-only effect, or another doubt; inactive = no such curve, though single readings can be large; an effect the other way counts as inactive or inconclusive. Unless noted, % is scaled to controls: 0 for no effect and ±100 for the full control effect; potency is read from the fitted curve at half-maximal effect. Only part of the results is shown; the hit share may differ from the screen's.

SMILES | POLK inh | APE1 inh | BLM helicase inh
CNC(=O)[C@H]1O[C@H](n2cnc3c(NCc4cccc(I)c4)ncnc32)[C@@H](O)[C@@H]1O | -6.2%[19.4 µM] | -2.1% | -0.2%
COc1cccc(Cn2c(=O)cnc3cnc(OCc4ccccc4)nc32)c1 | -5.3%[60.1 µM] | -6.2% | -4.6%
CC(=O)NCCNc1ncnc2ccc(-c3ccccc3C#N)cc12 | 1.8%[60.1 µM] | 0.0% | 0.8%
COC1OC2COC(c3ccccc3)OC2C(O)C1O (centres undefined) | -9.8%[19.4 µM] | -1.7% | 0.0%
O=C(c1ccncc1)N1CCC2(CCCN(Cc3ccccc3)C2)CC1 | 4.2%[60.1 µM] | 3.9% | 5.7%
Cc1noc(C)c1-c1nc(N2CCN(C)CC2)c2ccccc2n1 | 2.1%[60.1 µM] | 0.1% | 29.8%
CN(N=O)C(=O)N[C@H]1C(O)OC(CO)[C@@H](O)[C@H]1O (some centres undefined) | -12.1%[19.4 µM] | -2.5% | 0.0%
Cc1cc(=O)oc2cc(O[C@@H]3O[C@H](C(=O)O)[C@@H](O)[C@H](O)[C@H]3O)ccc12 | -5.2%[19.4 µM] | -6.3% | -3.9%
COCC(=O)N1CCC[C@@]2(CCN(Cc3ccccc3OC)C2)C1 | -1.0%[60.1 µM] | 25.9% | 7.3%
CN(C)c1ncc2nc(CCc3ccccc3)c(=O)n(CCC#N)c2n1 | -0.8%[60.1 µM] | 0.8% | 1.6%
O=C(O)[C@H]1CN[C@H](C(=O)O)C1 | -11.7%[19.4 µM] | -3.4% | 3.8%
O=c1c(CCc2ccccc2)nc2cnc(N3CCOCC3)nc2n1Cc1cccs1 | -6.7%[60.1 µM] | -4.1% | 1.6%
COc1ccc(CNc2cc(-c3cccc(NS(C)(=O)=O)c3)ncn2)c(OC)c1 | -1.5%[60.1 µM] | -4.5% | 1.0%
O=C(Oc1ccccc1)N1CCC2(CC1)CN(c1ncccn1)C2 | 2.5%[60.1 µM] | 5.9% | 3.2%
O=C(c1csnn1)N1CCC2(CC1)CCN(c1ncccn1)CC2 | 0.6%[60.1 µM] | 4.6% | 2.9%
COCCn1c(=O)c(-c2cc(F)cc(F)c2)nc2cnc(N(C)C)nc21 | -4.0%[60.1 µM] | ? | -1.4%
COc1ccc(-n2c(=O)c(CCc3ccccc3)nc3cnc(N(C)C)nc32)cc1 | 8.1%[60.1 µM] | 1.7% | -2.0%
COc1ccc(-n2c(=O)cnc3cnc(Nc4ccccc4)nc32)cc1 | -12.7%[60.1 µM] | -2.3% | -3.7%
COc1ccc(C(=O)N2CCC3(CC2)CN(c2cccc(-c4ccccc4)c2)C3)cc1 | -2.8%[60.1 µM] | -3.2% | -7.9%
Cc1ccccc1-c1ccc2ncnc(N3CCN(C)CC3)c2c1 | 0.8%[60.1 µM] | -3.4% | 3.1%
CN(C)C(=O)c1ccc(-c2cncnc2N(C)Cc2ccco2)cc1 | -7.3%[60.1 µM] | 11.2% | 0.3%
O=c1c(-c2ccc(F)cc2)nc2cnc(N3CCOCC3)nc2n1C[C@H]1CCCO1 | 9.2%[60.1 µM] | -2.5% | 0.2%
COC(=O)CC[C@@H](C)[C@H]1CC[C@H]2[C@@H]3CC[C@@H]4C[C@H](O)CC[C@]4(C)[C@H]3C[C@H](O)[C@]12C | -8.7%[19.4 µM] | -3.1% | -7.7%
N#CCCn1c(=O)cnc2cnc(Oc3ccccc3)nc21 | -0.7%[60.1 µM] | 19.2% | 4.5%
COc1ccc(-n2c(=O)c(C)nc3cncnc32)cc1 | -7.6%[60.1 µM] | ? | 1.0%
O=C(c1ccncc1)N1CCC[C@@]2(CCN(Cc3ccccc3)C2)C1 | 6.9%[60.1 µM] | 23.3% | 1.3%
Cn1c(=O)c(-c2ccc(Cl)cc2)nc2cnc(OCc3ccccc3)nc21 | 3.2%[60.1 µM] | -4.9% | -3.6%
CC(C)NC(=O)N1CC2(CCN(C(=O)c3ccco3)CC2)C1 | 2.1%[60.1 µM] | 1.7% | 2.1%
Cc1noc(C)c1C(=O)N1CCC[C@@]2(CCN(c3ccccn3)C2)C1 | -9.5%[60.1 µM] | 6.6% | -3.0%
O=C(/C=C/c1ccc(OCc2ccccc2)cc1)c1cccs1 | -10.2%[19.4 µM] | -4.3% | -1.3%
COc1ncc2ncc(=O)n(C3CC3)c2n1 | -3.5%[60.1 µM] | -6.8% | 1.0%
C=C[C@@]1(C)CC(=O)[C@@]2(O)[C@@]3(C)[C@@H](O)CCC(C)(C)[C@@H]3[C@H](O)[C@H](OC(C)=O)[C@@]2(C)O1 | -15.5%[19.4 µM] | 0.6% | 3.6%
ClC(Cl)Cl | 1.6%[60.1 µM] | -4.3% | 4.7%
COc1cccc(Cn2c(=O)c(-c3cccc(C#N)c3)nc3cnc(N4CCOCC4)nc32)c1 | -7.5%[60.1 µM] | 1.9% | 4.3%
c1ccc(-c2ccc(N3CCCC4(CCNCC4)C3)cc2)cc1 | -17.1%[60.1 µM] | 2.0% | -10.5%
O=C(c1cnccn1)N1CCC2(CC1)CN(C(c1ccccc1)c1ccccc1)C2 | -2.0%[60.1 µM] | 21.7% | 2.7%
COc1cccc(Nc2ncc3nc(-c4ccccc4)c(=O)n(Cc4cccs4)c3n2)c1 | -2.1%[60.1 µM] | 0.1% | -3.1%
CN1CCN(c2ncc3ncc(=O)n(-c4ccccc4)c3n2)CC1 | -4.1%[60.1 µM] | 6.2% | -9.8%
Cn1cc(-c2nc3cnc(Oc4ccccc4)nc3n(C)c2=O)c2ccccc21 | -3.3%[60.1 µM] | -4.2% | 0.3%
Cc1cnc(CNc2cc(-c3ccc(N(C)C)cc3)ncn2)cn1 | 2.4%[60.1 µM] | -0.4% | -4.8%
COC(=O)N1CCC2(CC1)CN(c1ccncc1)C2 | 6.5%[60.1 µM] | 15.8% | 3.1%
COc1ccc(C(=O)N2CCC3(CC2)CN(c2ccncc2)C3)cc1 | -5.2%[60.1 µM] | 3.4% | -8.5%
O=C(c1cc(C(F)(F)F)cc(C(F)(F)F)c1)N1CCC[C@@]2(CCN(c3ccccn3)C2)C1 | ? | -1.0% | -10.1%
CN(C)c1nc(-c2cccc(NS(C)(=O)=O)c2)nc2ccccc12 | -0.8%[60.1 µM] | -2.6% | -8.2%
NC[C@@H]1O[C@H](c2ccccc2)Cc2c1ccc(O)c2O | -0.6%[60.1 µM] | -4.1% | 0.6%
COc1ccc(-c2nc3cnc(N(C)C)nc3n(C3CC3)c2=O)cc1 | 6.0%[60.1 µM] | -1.0% | 0.4%
CNc1nc(-c2ccccc2C)nc2ccccc12 | 2.2%[60.1 µM] | -1.8% | -9.3%
O=C(Nc1cccc(F)c1)N1CCC2(CC1)CCN(C(=O)c1csnn1)CC2 | -1.3%[60.1 µM] | 0.1% | 4.0%
COc1ccc(-n2c(=O)c(-c3cc(F)cc(F)c3)nc3cnc(N4CCNCC4)nc32)cc1 | -15.8%[60.1 µM] | -1.3% | -7.4%
CN(C)C(=O)c1ccc(-c2ccc3ncnc(NC4CC4)c3c2)cc1 | 9.0%[60.1 µM] | -2.0% | -6.5%

Other results follow.
SMILES | POLK inh | APE1 inh | BLM helicase inh
O=C(c1csnn1)N1CCC[C@@]2(CCN(c3ccncc3)C2)C1 | 8.4%[60.1 µM] | 3.2% | 25.6%
FC(F)(F)c1ccccc1-c1cc(NCc2cccs2)ncn1 | -1.9%[60.1 µM] | -2.1% | -1.4%
Cn1cccc1C(=O)N1CCC2(CCCN(c3ccc(-c4ccccc4)cc3)C2)CC1 | -8.2%[60.1 µM] | -3.3% | -0.6%
O=c1c(CCc2ccccc2)nc2cnc(N3CCNCC3)nc2n1Cc1ccc(F)cc1 | ? | 5.4% | -5.8%
N#Cc1ccc(CN2CC3(CCN(C(=O)c4ccco4)CC3)C2)cc1 | -0.4%[60.1 µM] | 17.5% | 3.2%
COc1ccccc1CCn1c(=O)c(-c2cccs2)nc2cncnc21 | 2.7%[60.1 µM] | -2.3% | -3.1%
CSc1nc(N)c2ncn([C@H]3O[C@H](COP(=O)(O)OP(=O)(O)O)[C@@H](O)[C@@H]3O)c2n1 | -10.9%[19.4 µM] | -3.5% | -4.9%
Cc1noc(C)c1-c1nccc(N(C)C)n1 | 1.4%[60.1 µM] | -5.9% | 0.3%
CC(=O)N1CCC2(CC1)CCN(c1ccc(-c3ccccc3)cc1)CC2 | -5.5%[60.1 µM] | 15.6% | 2.8%
Cc1nc2cnc(N3CCN(C)CC3)nc2n(CCc2ccccc2)c1=O | 1.9%[60.1 µM] | 0.1% | -4.9%
COc1ccc(C(=O)N2CCC[C@@]3(CCN(Cc4ccc(C#N)cc4)C3)C2)cc1 | 12.4%[60.1 µM] | -4.4% | -0.8%
Cc1ncc2c(c1O)COP(=O)(O)OC2 | -10.6%[19.4 µM] | 13.6% | 3.1%
O=C(Nc1cccc(F)c1)N1CCC2(CC1)CCN(C(=O)c1cc(C(F)(F)F)cc(C(F)(F)F)c1)CC2 | -9.3%[60.1 µM] | ? | -4.2%
COc1ccc(-c2nc3cnc(OC)nc3n(Cc3cccs3)c2=O)cc1 | -2.8%[60.1 µM] | 4.2% | -6.1%
Cn1c(=O)c(CCc2ccccc2)nc2cnc(N3CCNCC3)nc21 | -5.8%[60.1 µM] | 5.5% | -0.6%
O=C(c1cccc(F)c1)N1CCC2(CCCN(Cc3ccncc3)C2)CC1 | -4.2%[60.1 µM] | -1.0% | 1.8%
O=c1cnc2cnc(Nc3ccccc3)nc2n1C[C@H]1CCCO1 | -1.0%[60.1 µM] | 5.9% | 0.5%
CN(C)c1ncnc2ccc(-c3ccc4c(c3)OCO4)cc12 | -11.4%[60.1 µM] | ? | -0.4%
c1csc(CNc2cc(-c3ccoc3)ncn2)c1 | -7.3%[60.1 µM] | -4.5% | -11.4%
COc1cccc(Nc2ncc3ncc(=O)n(CCC#N)c3n2)c1 | 1.1%[60.1 µM] | -5.7% | 1.0%

Some of the entries so far, as a markdown table.
| Molecule | POLK inh | APE1 inh | BLM helicase inh |
| --- | --- | --- | --- |
| CNC(=O)[C@H]1O[C@H](n2cnc3c(NCc4cccc(I)c4)ncnc32)[C@@H](O)[C@@H]1O | -6.2%[19.4 µM] | -2.1% | -0.2% |
| COc1cccc(Cn2c(=O)cnc3cnc(OCc4ccccc4)nc32)c1 | -5.3%[60.1 µM] | -6.2% | -4.6% |
| CC(=O)NCCNc1ncnc2ccc(-c3ccccc3C#N)cc12 | 1.8%[60.1 µM] | 0.0% | 0.8% |
| COC1OC2COC(c3ccccc3)OC2C(O)C1O (centres undefined) | -9.8%[19.4 µM] | -1.7% | 0.0% |
| O=C(c1ccncc1)N1CCC2(CCCN(Cc3ccccc3)C2)CC1 | 4.2%[60.1 µM] | 3.9% | 5.7% |
| Cc1noc(C)c1-c1nc(N2CCN(C)CC2)c2ccccc2n1 | 2.1%[60.1 µM] | 0.1% | 29.8% |
| CN(N=O)C(=O)N[C@H]1C(O)OC(CO)[C@@H](O)[C@H]1O (some centres undefined) | -12.1%[19.4 µM] | -2.5% | 0.0% |
| Cc1cc(=O)oc2cc(O[C@@H]3O[C@H](C(=O)O)[C@@H](O)[C@H](O)[C@H]3O)ccc12 | -5.2%[19.4 µM] | -6.3% | -3.9% |
| COCC(=O)N1CCC[C@@]2(CCN(Cc3ccccc3OC)C2)C1 | -1.0%[60.1 µM] | 25.9% | 7.3% |
| CN(C)c1ncc2nc(CCc3ccccc3)c(=O)n(CCC#N)c2n1 | -0.8%[60.1 µM] | 0.8% | 1.6% |
| O=C(O)[C@H]1CN[C@H](C(=O)O)C1 | -11.7%[19.4 µM] | -3.4% | 3.8% |
| O=c1c(CCc2ccccc2)nc2cnc(N3CCOCC3)nc2n1Cc1cccs1 | -6.7%[60.1 µM] | -4.1% | 1.6% |
| COc1ccc(CNc2cc(-c3cccc(NS(C)(=O)=O)c3)ncn2)c(OC)c1 | -1.5%[60.1 µM] | -4.5% | 1.0% |

Following part
SMILES | POLK inh | APE1 inh | BLM helicase inh
O=C1CC(c2ccccc2O)Oc2ccc(O)cc21 (centres undefined) | -9.4%[19.4 µM] | -6.3% | 1.3%
CS(=O)(=O)Nc1cccc(-c2ccc3ncnc(Nc4ccccc4)c3c2)c1 | -1.2%[60.1 µM] | -2.5% | 2.9%
CC(C)NC(=O)N1CCCC2(CCN(C(=O)c3ccncc3)CC2)C1 | 1.8%[60.1 µM] | -0.7% | 0.1%
CNc1ncnc2ccc(-c3ccccc3C)cc12 | 4.9%[60.1 µM] | -5.0% | 0.1%
O=C(c1cnccn1)N1CCC2(CC1)CN(c1cccc(-c3ccccc3)c1)C2 | -11.7%[60.1 µM] | 6.8% | -0.3%
COc1ccc(-n2c(=O)cnc3cnc(N4CCN(C)CC4)nc32)cc1 | 1.6%[60.1 µM] | 0.5% | 2.4%

From PubChem BioAssay
